Source: PubChem BioAssay (several laboratories)
CatB inh – human cathepsin B inhibitors, primary screen, biochemical, fluorogenic substrate; P07858; purified cathepsin B, fluorescence; inhibition, %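 (tested at 10 µM)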; 63,000 tested, 0.1% active; AID 453, 2006; in the data active = inhibition above about 21%;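 note: 0% = enzyme with no compound and 100% = no enzyme blank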
PKA kinase inh – inhibitors of human PKA kinase activity, primary screen, biochemical, ATP-depletion luminescence, Kemptide substrate | cAMP-dependent protein kinase catalytic subunit alpha (Homo sapiens), P17612 | PKA Kemptide phosphorylation, Kinase-Glo ATP luminescence | inhibition, % at 6 µM | 65,000 tested, 0.1% active | AID 524, 2006;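 active = inhibition above the screen-wide mean inhibition plus 3 SD, cut at about 21% in these data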; note: many of its hits are not listed in these tables
CatS inh – inhibitors of human cathepsin S, biochemical, compound mixtures; P25774; recombinant cathepsin S, AMC dipeptide fluorescence, pooled mixtures; inhibition, %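 (tested at 5 µM per compound within 10-compound mixtures)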; 62,000 tested, 0.06% active; in the data active = inhibition above about 32%, passing the limit was not always enough;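 note: 0% = enzyme without compound and 100% = blank without enzyme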
CatB mixtures – cathepsin B inhibitors from pooled compounds, primary screen, biochemical, compound mixtures, AMC fluorescence. P07858. Purified cathepsin B, AMC dipeptide fluorescence. inhibition, %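 (ten-compound pools at 5 µM per compound and 50 µM total)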. 62,000 tested, 0.06% active. AID 488, 2006; in the data active = inhibition above about 22%, passing the limit was not always enough;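 note: 0% = enzyme without compound and 100% = no enzyme blank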
ROCK2 blocker – inhibitors of human ROCK2 kinase, primary screen, biochemical, high-throughput, luminescence | Rho-associated protein kinase 2 (Homo sapiens), O75116 | purified ROCK2, Kinase-Glo ATP depletion luminescence | inhibition, % at 6 µM | 60,000 tested, 0.35% active | AID 604, 2007;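 active = inhibition above the screen-wide mean inhibition plus 3 SD, cut at about 18% in these data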;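 note: plate controls were DMSO wells for no effect and Y-27632 control wells after no-enzyme background subtraction for full effect; many of its hits are not listed in these tables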
AP complement – alternative complement pathway inhibitors, primary screen, biochemical, ELISA, human serum, orthogonally pooled compounds | inhibition, % at 5 µM | 62,000 tested, 0.08% active | LPS-coated ELISA, C3 deposition; tested in compound mixtures;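 active = inhibition above 30% in each of the two pooled mixtures holding the compound, so the lower value exceeds 30%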;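 note: 0% = serum in Mg-EGTA without compound and 100% = EDTA serum blank; some compounds past the cut are filed as inactive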
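Assay system: Human serum alternative complement pathway, C3 deposition on LPS-coated wells | Incubation: 1 h serum-compound exposure at 37 °C | Doses: 5 µM per compound in ten-compound mixtures | Read-out: Percent inhibition | Technique: ELISA with HRP anti-human C3 antibody, TMB substrate, absorbance 450 nm | Replication: Two pool placements per compound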
RORa activator – activators of orphan receptor RORA, primary screen, cell-based, luminescence | CHO-K1 Gal4-RORA LBD luciferase reporter; percent increase over mock-subtracted basal signal | activation, % at 10 µM | 65,000 tested, 1.5% active | AID 560, 2006;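 active = activation above the mean of all tested compounds plus 3 SD, cut at about 49% in these data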;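 note: 0% = DMSO-treated RORA cells and 100% = added signal equal to DMSO minus mock-transfected cells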
Ec RNAP inh – E. coli RNAP inhibitors, biochemical; E. coli RNA polymerase, fluorescence transcription assay; inhibition, %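 (tested at 10 µM)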; 62,000 tested, 0.2% active; in the data active = inhibition above about 20%;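 note: 0% = enzyme without compound and 100% = no enzyme blank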
Target sequence (P0A8V2 whole entry, looked up): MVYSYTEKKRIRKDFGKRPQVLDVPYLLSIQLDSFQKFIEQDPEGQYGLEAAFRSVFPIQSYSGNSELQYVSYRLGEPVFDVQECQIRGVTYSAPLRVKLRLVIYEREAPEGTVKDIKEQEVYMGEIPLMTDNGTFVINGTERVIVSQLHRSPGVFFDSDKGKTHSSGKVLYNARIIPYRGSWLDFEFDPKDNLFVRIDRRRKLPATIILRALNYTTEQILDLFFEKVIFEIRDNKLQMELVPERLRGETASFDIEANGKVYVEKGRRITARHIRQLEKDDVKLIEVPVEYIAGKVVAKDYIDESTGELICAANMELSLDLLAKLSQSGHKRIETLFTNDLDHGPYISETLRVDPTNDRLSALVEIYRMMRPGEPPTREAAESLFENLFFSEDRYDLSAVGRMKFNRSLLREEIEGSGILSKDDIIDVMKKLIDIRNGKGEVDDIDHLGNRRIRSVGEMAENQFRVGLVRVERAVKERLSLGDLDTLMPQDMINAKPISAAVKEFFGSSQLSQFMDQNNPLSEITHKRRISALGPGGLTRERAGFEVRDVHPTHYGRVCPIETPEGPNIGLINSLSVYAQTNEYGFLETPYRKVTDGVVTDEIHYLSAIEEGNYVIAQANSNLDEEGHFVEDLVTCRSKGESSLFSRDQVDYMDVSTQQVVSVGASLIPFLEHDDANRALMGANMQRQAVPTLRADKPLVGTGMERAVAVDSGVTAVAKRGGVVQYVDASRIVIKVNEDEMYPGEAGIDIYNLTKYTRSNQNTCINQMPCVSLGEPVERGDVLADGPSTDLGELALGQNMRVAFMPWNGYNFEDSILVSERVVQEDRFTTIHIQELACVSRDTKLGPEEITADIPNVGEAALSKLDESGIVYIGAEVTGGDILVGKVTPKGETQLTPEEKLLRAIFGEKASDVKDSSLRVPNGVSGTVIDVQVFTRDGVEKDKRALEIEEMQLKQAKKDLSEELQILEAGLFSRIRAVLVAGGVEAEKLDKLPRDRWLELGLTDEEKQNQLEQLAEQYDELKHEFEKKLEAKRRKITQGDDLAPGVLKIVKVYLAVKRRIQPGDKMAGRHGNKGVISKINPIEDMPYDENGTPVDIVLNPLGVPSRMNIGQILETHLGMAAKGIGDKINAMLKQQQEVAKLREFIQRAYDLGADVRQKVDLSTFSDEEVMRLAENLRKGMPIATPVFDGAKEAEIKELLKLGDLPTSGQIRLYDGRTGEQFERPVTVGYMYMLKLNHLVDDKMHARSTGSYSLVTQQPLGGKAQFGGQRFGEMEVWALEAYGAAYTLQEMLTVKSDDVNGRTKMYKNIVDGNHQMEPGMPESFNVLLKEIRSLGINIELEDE
JNK3 inh – JNK3 kinase activity inhibitors, primary screen, biochemical, human, purified enzyme. inhibition, % at 8 µM. AID 746, 2007. HTS. 60,000 tested, 0.61% active. Mitogen-activated protein kinase 10 (Homo sapiens), P53779; in the data active = inhibition above about 17%;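 note: 0% = DMSO and 100% = reference inhibitor; many of its hits are not listed in these tables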
An asterisk follows results filed as active; / = not tested or not shown. This is a subset. The share of hits here may be higher or lower than overall.

SMILES	CatB inh	PKA kinase inh	CatS inh	CatB mixtures	ROCK2 blocker	AP complement	RORa activator	Ec RNAP inh	JNK3 inh
CCC(=O)Nc1cccc(NC(=O)CSc2nnnn2C)c1	-1	10	-8	-2	1	8	-11	-3	-4
O=c1[nH]c2ccccc2n1CCCOc1ccccc1	3	6	7	1	5	22	26	2	-2
O=C(Nc1cc(C(F)(F)F)ccc1N1CCOCC1)c1cncc(Br)c1	5	6	4	3	8	13	-8	9	-2
Cc1ccccc1-n1c(=O)cc(N2CCN(Cc3ccccc3)CC2)[nH]c1=O	4	0	5	1	2	4	-3	4	-2
CCOC(=O)N1CCC(NC(=O)c2cc(C(=O)NCc3cccc(Cl)c3)ccc2CO)CC1	3	-2	1	-9	0	11	-1	1	-1
O=C(Nc1ccc(F)cc1F)c1noc2c1CCC2	3	4	-2	5	1	15	38	2	6
O=C(NCc1cccs1)c1ccccc1C(=O)NCc1cccs1	1	9	-6	2	7	23	-24	0	-4
Cc1ccc2cc(-c3noc(C4CCCO4)n3)c(=O)[nH]c2c1 (stereo not given)	2	9	1	8	5	18	43	3	2
CCOC(=O)c1ccc(NC(=O)Nc2c(C)nn(C)c2C)cc1	2	10	12	-2	5	7	5	11	-3
CC12CC3CC(C)(C1)CC(C(=O)Nc1nn[nH]n1)(C3)C2	10	7	16	1	8	10	13	2	4
O=C(Nc1ccc(SC(F)F)cc1)c1ccc2nccnc2c1	0	0	-2	3	-5	14	-24	1	-7
O=C1CCCc2c1[nH]c1ccc(Br)cc21	4	9	14	4	8	-8	-5	10	-1
CCc1ccc2oc(-c3ccc(N)cc3)nc2c1	-4	0	-8	0	4	12	-45	-6	-1
O=C(NC(=O)c1cccc(OC(F)(F)C(F)F)c1)OC1CCS(=O)(=O)C1 (stereo not given)	2	7	18	-1	0	8	5	2	0
CCn1cc(C(=O)Nc2nncs2)c(=O)c2cc(F)c(N3CCN(C(=O)c4ccco4)CC3)cc21	0	-3	14	-3	-3	15	21	-4	6
COc1ccc2c(c1)C1(Nc3ccccc3-c3nc4ccccc4n31)C(=O)N2 (stereo not given)	-3	4	-29	8	2	2	-14	9	11
Clc1ccc(Cl)c2sc(N3CCOCC3)nc12	-6	6	-7	6	5	21	7	4	1
CC(=O)NC(CCS(C)(=O)=O)C(=O)Nc1ccc2c(c1)OCO2 (stereo not given)	4	-8	13	2	0	3	-2	9	-2
Cn1cnnc1SCc1ccc(F)c2ccccc12	0	7	-1	0	2	0	-2	5	2
COC(=O)c1cccc(S(=O)(=O)N2CCN(c3nc4ccccc4s3)CC2)c1	1	8	-12	3	-3	8	10	3	0

Sorted by SMILES length (falling): 4 of the compounds above
SMILES	CatB inh	PKA kinase inh	CatS inh	CatB mixtures	ROCK2 blocker	AP complement	RORa activator	Ec RNAP inh	JNK3 inh
CCOC(=O)N1CCC(NC(=O)c2cc(C(=O)NCc3cccc(Cl)c3)ccc2CO)CC1	3	-2	1	-9	0	11	-1	1	-1
COc1ccc2c(c1)C1(Nc3ccccc3-c3nc4ccccc4n31)C(=O)N2 (stereo not given)	-3	4	-29	8	2	2	-14	9	11
CC12CC3CC(C)(C1)CC(C(=O)Nc1nn[nH]n1)(C3)C2	10	7	16	1	8	10	13	2	4
O=C(Nc1ccc(F)cc1F)c1noc2c1CCC2	3	4	-2	5	1	15	38	2	6

Continued:
SMILES	CatB inh	PKA kinase inh	CatS inh	CatB mixtures	ROCK2 blocker	AP complement	RORa activator	Ec RNAP inh	JNK3 inh
CCCOc1ccc(/C(O)=C2/C(=O)C(=O)N(CCCOC)C2c2ccncc2)cc1 (stereo not given)	0	1	33	10	-2	6	0	13	5
O=C(NC1CCCC1)C(c1ccc(N2CCOCC2)cc1)N(Cc1ccco1)C(=O)c1ccco1 (stereo not given)	-1	2	-2	3	4	-10	5	6	0
Cc1ccc(C(c2nnnn2CCC(C)C)N2CCN(C)CC2)cc1 (stereo not given)	2	5	-12	8	-7	18	0	8	0
O=C(CSCc1cnn(-c2ccccc2)c1-n1cccc1)NCCN1CCOCC1	3	7	-1	1	/	16	-31	4	/
COC(=O)c1ccccc1NC(=O)CSc1nc(-c2ccco2)cc(C(F)(F)F)n1	4	-1	-2	12	-5	3	16	-10	-4
O=C(Cc1cn2ccsc2n1)Nc1ccccn1	4	4	18	1	/	3	-4	2	/
COc1ccc(CN(Cc2nc3ccccc3c(=O)[nH]2)C(=O)NC2CCCCC2)cc1	-3	-7	-7	6	-6	9	-15	1	0
O=C(CCN1CCCC1)Nc1cccc(Br)c1	0	-2	2	4	-2	16	-33	/	5
CCCN1C2CCCC1CC(NC(=O)Nc1cccc(C(C)=O)c1)C2 (stereo not given)	-1	6	0	2	2	-3	-1	-1	1
Cc1nc2cc(O)ccc2n1C	-3	0	7	-6	4	0	-37	10	4
O=C(CC1CCS(=O)(=O)C1)NC1CCCCC1 (stereo not given)	-3	6	-1	5	5	8	-7	6	1
COc1cccc(C(=O)N2CCN(C(=O)c3cccc(F)c3)CC2)c1	2	7	-5	1	8	14	-23	0	-1
COc1cccc(-c2nnc(SCC(=O)N3CCOCC3)o2)c1	2	0	-6	1	-1	15	46	-3	-7
Cc1ccc(S(=O)(=O)N(CC(=O)N2CCC(C(N)=O)CC2)Cc2ccc(F)cc2)cc1	2	9	0	6	6	5	13	3	0
CCOC(=O)COn1c(=O)c(-c2cccs2)[n+]([O-])c2ccccc21	5	4	18	4	4	-2	-13	/	6
CCOC(=O)N1CCN(C(=O)c2cc(-c3ccc(F)cc3)[nH]c2C)CC1	4	-4	2	1	0	19	10	1	-1
CCCOc1nc2c(c(=O)n(C)c(=O)n2C)n1CCC	6	-2	5	-2	/	17	-8	7	/
COc1ccc(OC)c(S(=O)(=O)N2c3ccccc3CC2C)c1 (stereo not given)	1	-10	-20	-11	-5	20	-3	-15	6
Cc1ccc(S(=O)(=O)CC(=O)N(C)C)cc1	0	12	-7	3	/	22	-1	1	/
CCOC(=O)CSC1=C(C#N)C(c2ccco2)C(C(=O)OCc2ccccc2)=C(C)N1 (stereo not given)	3	4	-5	4	1	15	-17	2	-4
CC(C)C(=O)Nc1ccc(N2CCN(C(=O)c3cccs3)CC2)cc1	2	1	-13	-6	1	8	-12	5	-3
COc1ccc(C2CC(c3c(O)cc(C)oc3=O)=NCCS2)c(OC)c1 (stereo not given)	/	9	-4	-3	3	11	32	/	4
CNC(=O)c1cc2cc(OC)ccc2n1CCN(C)C	2	-5	1	-1	-3	11	12	-8	-6
OC(COc1ccccc1)CSc1ncn[nH]1 (stereo not given)	/	8	9	-1	10	21	-5	/	3
CN(C)S(=O)(=O)c1cccc(C(=O)OCC(=O)Nc2ccccc2OC(F)F)c1	0	2	-2	5	3	18	-5	4	2
N=c1c(C(=O)NCc2ccc(F)cc2)cc2c(=O)n3ccccc3nc2n1CC1CCCO1 (stereo not given)	-16	5	-18	-10	3	2	-14	-14	2
Cc1cc(C)n(Cc2ccc(F)cc2)c(=O)c1C#N	5	8	12	5	/	10	4	8	/
Cc1onc(-c2ccccc2)c1C(=O)N1CC(C)OC(C)C1 (stereo not given)	5	6	8	1	4	-13	4	5	3
Cc1cc2c(c(SCC(=O)N(C)c3ccccc3)n1)C(=O)OC2	-5	9	4	7	5	31	-12	4	-2
c1ccc(N2CCN(c3ncnc4scc(-c5cccs5)c34)CC2)cc1	0	13	16	6	5	9	8	9	8
Cn1c(CNC(=O)C(C)(C)C)nc2ccccc21	3	-2	5	-1	/	7	14	2	/
CC(=O)Nc1ccc(-c2cn3cccnc3n2)cc1	-7	4	-4	-7	/	2	27	-26	/
CC(C)(C)Nc1nc(OCC(F)(F)F)nc(OCC(F)(F)F)n1	1	4	10	3	1	1	7	3	0
COc1ccc(-c2nc(-c3cccc(C)c3)no2)cc1OC	-1	1	-3	7	0	10	61*	4	2
COCCn1c(SCC(=O)Nc2nnc(C)s2)nnc1-c1ccncc1	6	12	14	8	6	6	-9	10	-2
Cc1ccc(SCc2cc(=O)[nH]c(N3CCN(Cc4ccccc4)CC3)n2)cc1	-5	-2	-2	-4	-3	6	-11	-1	0
CCOC(=O)Cn1c(=O)c2c(nc(N3CCCCC3)n2C)n(C)c1=O	3	6	8	0	4	3	-12	6	0
CCCCC(=O)Nc1ccc2c3c(cccc13)C(=O)N2CC	-1	8	-2	26	7	26	-24	4	-2
CC(C)NC(=O)NC(=O)COC(=O)Cc1ccsc1	-3	-3	4	-6	/	-8	27	4	/
Cc1oc2ccc(O)c(CN3CCOCC3)c2c1C(=O)c1ccc(Cl)cc1	-2	-4	-9	-1	-4	3	-2	0	-4
CCN(CC)CCCN1C(=O)C(O)=C(C(C)=O)C1c1cccc(OC)c1 (stereo not given)	-2	6	0	5	7	14	-4	3	-2
CCOc1ccc(NC2=NC(C)(C)N=C(N)N2)cc1	3	6	-1	-2	7	-3	-12	4	-5
O=C1CC(N2CCN(c3ccccc3)CC2)C(=O)N1CCc1ccccc1 (stereo not given)	1	10	-3	4	7	16	-12	7	3
NCCc1nnc(SCc2ccccc2)o1	1	6	5	2	3	11	3	/	-1
COc1ccc(N(CN2C(=O)c3ccccc3C2=O)C(=O)C(C)C)cc1	0	-3	-4	5	-6	21	-23	1	-4
CC1CCCCN1CCNC(=O)c1cc2c(=O)n(C)c3ccccc3c2n1C (stereo not given)	2	6	11	-1	6	5	7	6	-1
O=C(CSCC(=O)N1CCCCC1)Nc1nc(-c2cccs2)cs1	-2	3	0	4	-5	10	5	0	-8
O=C(NCCN1CCOCC1)c1ccc2c(c1)N(Cc1ccccc1)CCS2	-7	7	-12	0	6	16	8	-17	-6
Cc1ccc2ncnc(NCCCN3CCOCC3)c2c1	7	8	27	8	6	3	-12	5	-3
Cc1cccc(OCc2nnc(SCC(=O)Nc3ccc(C)c(Cl)c3)o2)c1	-5	9	-3	4	5	20	-23	3	-4
O=C(NCc1cccs1)[C@@H]1CSC2c3ccccc3C(=O)N21 (stereo not given in full)	3	2	1	3	5	6	3	10	9
CC1=Nn2c(nnc2-c2cc(C)[nH]n2)SC1	-1	1	-8	3	-2	13	-1	3	-1
CCCn1c(SCC(=O)NCCc2ccccc2)nnc1-c1ccccn1	1	1	-4	-10	4	19	-2	7	3
CC(C)(C)NC(=O)CSc1nncn1-c1ccccc1	-1	3	-3	4	-1	20	-10	-1	3
COC(=O)C1C(c2ccccc2)C(C(=O)N2CCOCC2)C1c1ccccc1 (stereo not given)	4	6	18	7	1	2	-5	14	1
c1ccc(Cc2nnc3sc(-c4cccnc4)nn23)cc1	4	13	4	3	18	19	-6	2	1
O=C(COc1ccc2ccccc2c1)N1CCCC1	5	3	-5	5	2	9	37	7	1
CC(=O)N1CCc2cc(Br)cc(S(=O)(=O)NCCN3CCCCC3C)c21 (stereo not given)	-1	10	39	-1	5	14	-10	-3	0
CCCOC(=O)CC1C(=O)NCCN1Cc1ccccc1C (stereo not given)	2	11	0	4	3	32	9	5	0
CCOC(=O)c1ccc2c(c1)nc(SCC(=O)N1CCCCC1)n2CC	-6	0	4	9	4	17	-12	3	4
O=C(Nc1ccc2c(c1)OCO2)N1CCN(S(=O)(=O)c2ccc(Cl)cc2)CC1	1	-1	-4	-4	1	6	20	6	-8
